# RORgamma inh: blocks mouse ROR gamma transcriptional activity | hit rate 5.4% among 310,000 | P51450 | Drosophila S2 Gal4-RORgamma UAS-luciferase reporter, 20 h | Potency, µM (doses to about 53.6 µM), for inactives: top-dose activity change, negative = inhibition, hits mostly inhibitors; also: potency is read from the fitted curve at half-maximal effect; % is scaled to controls: 0 for no effect and ±100 for the full control effect; nearly all actives have a fitted effect of over 60% in size
# Target sequence (P51450 whole entry, looked up, the tested form may be a part): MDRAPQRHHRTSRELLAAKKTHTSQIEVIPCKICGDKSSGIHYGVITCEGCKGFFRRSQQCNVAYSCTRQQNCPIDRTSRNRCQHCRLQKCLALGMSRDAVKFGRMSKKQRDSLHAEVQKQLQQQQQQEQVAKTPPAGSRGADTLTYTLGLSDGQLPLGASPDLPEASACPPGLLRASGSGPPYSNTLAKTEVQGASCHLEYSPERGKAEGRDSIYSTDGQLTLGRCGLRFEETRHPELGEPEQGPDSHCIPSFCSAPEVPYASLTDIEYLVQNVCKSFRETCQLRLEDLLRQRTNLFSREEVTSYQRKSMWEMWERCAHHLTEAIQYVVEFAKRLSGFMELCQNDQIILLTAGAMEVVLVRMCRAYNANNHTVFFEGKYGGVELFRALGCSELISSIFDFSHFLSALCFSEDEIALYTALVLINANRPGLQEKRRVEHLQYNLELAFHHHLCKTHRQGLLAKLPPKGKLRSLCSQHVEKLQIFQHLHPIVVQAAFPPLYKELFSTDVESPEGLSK
#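 Stably transfected Drosophila Schneider cells are the test system, with ROR gamma fused to Gal4 and luciferase under UAS control; luminescence is read after 20 hr of 700 uM copper sulfate induction at ambient temperature.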
# BRCA1 expr up: increases BRCA1 expression; hit rate 1.1% among 380,000; MCF7-BRCA1-FFLuc reporter, luminescence, 48 h; response scale: scaled: vehicle 0%, 10 µM genistein 100%; AID 624202; Potency, µM (top dose mostly 46.1 µM), without a hit: top-dose activation, most hits filed as activators; also: potency is read from the fitted curve at half-maximal effect; nearly all actives have a fitted effect of over 80% in size; some results filed as inactive show a strong effect at the top dose
#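 Cells: MCF7-BRCA1-FFLuc, 2000/well. Exposure: 48 h, 37 °C, 5% CO2. Read: luminescence, 15 min post-substrate. Controls: genistein 10 microM (maximal activation), DMSO (neutral).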
# FLuc modulator: inhibits or activates purified firefly luciferase, miR-21 counter-screen | P08659 | purified FLuc, Km substrates, luminescence inhibition | Potency, µM (highest dose often 57.5 µM), for the others: top-dose activity change, negative = inhibition, hits mostly inhibitors | hit rate 6.9% among 360,000 | AID 588342;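 also: potency is read from the fitted curve at half-maximal effect; plate controls were vehicle for no effect and reference inhibitor for full effect; nearly all actives have a fitted effect of over 55% in size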
#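 Biochemical qHTS of compounds, final roughly 60 µM downward over six points, against 10 nM purified firefly luciferase using Km concentrations of substrates (10 uM D-luciferin, 10 uM ATP) in Tris acetate pH 7.5 buffer; luminescence output.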
# NPC1 prom act: NPC1 promoter activation; Huh7 NPC1 promoter luciferase reporter, 24 h; hit rate 2.4% among 320,000; Potency, µM (doses to about 9.22 µM), inactives show at the highest dose activation, usual class: activators; AID 485313;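 also: potency is read from the fitted curve at half-maximal effect; % of control where 0% means no effect; nearly all actives have a fitted effect of over 60% in size; reporter is driven by a mutant NPC1 promoter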
#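 Readout is luciferase luminescence, reflecting NPC1 promoter activation in stably transfected Huh7 cells after 24 h compound exposure at 37 °C in reduced-serum medium with 10% FBS.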
# TRPV1 agonist: human TRPV1 agonism | Q8NER1 | TRPV1-expressing cells, Fluo-8 calcium influx, agonist mode | activation, % at 8.33 µM | hit rate 0.19% among 320,000 | AID 540275; in the data active = activation above about 80%; inconclusive = between about 30% and that limit; also: 0% is about no effect
#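 Fluo-8 calcium influx in TRPV1-expressing cells, kinetic read (ex 480/em 520 nm). Compound added and read 3 min for agonist activity, followed by capsaicin at EC20 final and 2 min further read for enhancement.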
# Tb PFK inh: inhibitors of T. brucei phosphofructokinase; hit rate 0.17% among 330,000; AID 485367; O15648; Potency, µM (titrated, usually from 57.5 µM), for the others: top-dose activity, negative = inhibition, actives largely listed as inhibitors; T. brucei PFK, ADP-Glo luminescence;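 also: potency is read from the fitted curve at half-maximal effect; 0% = uninhibited 1x PFK enzyme wells and -100% = no-enzyme wells; nearly all actives have a fitted effect of over 60% in size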
# Target sequence (O15648 whole entry, looked up): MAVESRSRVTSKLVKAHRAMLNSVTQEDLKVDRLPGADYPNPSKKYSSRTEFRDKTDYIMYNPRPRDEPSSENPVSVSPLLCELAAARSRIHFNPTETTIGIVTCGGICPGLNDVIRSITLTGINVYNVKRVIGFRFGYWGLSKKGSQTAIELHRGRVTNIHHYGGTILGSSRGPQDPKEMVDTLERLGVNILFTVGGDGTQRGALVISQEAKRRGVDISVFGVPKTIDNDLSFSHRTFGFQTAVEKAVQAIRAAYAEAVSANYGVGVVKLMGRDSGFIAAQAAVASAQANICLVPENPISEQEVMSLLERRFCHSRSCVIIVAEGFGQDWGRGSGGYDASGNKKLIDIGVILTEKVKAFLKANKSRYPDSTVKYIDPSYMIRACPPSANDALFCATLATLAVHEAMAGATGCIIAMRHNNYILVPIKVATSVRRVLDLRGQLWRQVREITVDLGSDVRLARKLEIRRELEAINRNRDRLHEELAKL
#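 PFK 1.25 nM, F6P 0.5 mM, ATP 0.1 mM, 0.1 M TEA pH 8.0, 5 mM MgCl2, 0.01% Tween20, 0.1% BSA; 45 min RT. ADP-Glo readout. qHTS titration up to 57 uM; curves fitted, compounds curve-classed.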
# ELG1 repair inh: blocks ELG1-dependent DNA repair in HEK293T cells; AID 504467; HEK293T ELG1-luciferase reporter, luminescence, 16 h; DNA damage induced by 5-fluorouridine; hit rate 2.3% among 330,000; Potency, µM (top dose mostly 46.1 µM), for inactives: at the top dose activity change, negative = inhibition, actives largely listed as inhibitors; also: potency is read from the fitted curve at half-maximal effect; % is scaled to controls: 0 for no effect and ±100 for the full control effect; nearly all actives have a fitted effect of over 55% in size
#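 Reporter activity after DNA damage by 5-fluorouridine is monitored. Compound-treated cells incubate 16 hr at 37 °C, then ONE-Glo is added for 30 min before luminescence reading.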
# p53 reactivator: restores transcriptional activity of mutant p53 | H1299 p53-A138V BP100-luciferase reporter, luminescence, 24 h | Potency, µM (doses to about 92.2 µM), inactives show at the top dose activity change, positive = activation, most hits filed as activators | hit rate 0.063% among 320,000 | AID 504706; also: potency is read from the fitted curve at half-maximal effect; % of control where 0% means no effect; nearly all actives have a fitted effect of over 45% in size
#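 H1299 (p53-null), stable ts p53-A138V + BP100-Luc; 1000 cells/well, Opti-MEM/10% FBS; cpd 4 pt, 1:5; 24 h, 37 deg C, 5% CO2; detection reagent 10 min RT; luminescence.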
# Rab9 promoter act: activates the Rab9 promoter; Huh7 Rab9 promoter-luciferase reporter, luminescence, 24 h; Potency, µM (highest dose often 9.22 µM), for the others: at the highest dose activation, negative = inhibition, usual class: activators; hit rate 2.8% among 320,000; AID 485297; also: potency is read from the fitted curve at half-maximal effect; % of control where 0% means no effect; nearly all actives have a fitted effect of over 60% in size
#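 Cell-based reporter: Huh7 stable for Rab9 promoter-driven luciferase, plated in reduced-serum medium with 10% FBS at 1500 cells/well, compound-treated 24 h at 37 °C, luminescence read after 10 min reagent.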
# ELG1 genotox: induces genotoxicity in HEK293T cells with luciferase-tagged ELG1 | AID 504466 | HEK293T ELG1-luciferase reporter, luminescence, 16 h | Potency, µM (series often up to 46 µM), without a hit: at the top dose activity change, positive = activation, hits mostly activators | hit rate 1.3% among 330,000; also: potency is read from the fitted curve at half-maximal effect; % of control where 0% means no effect; nearly all actives have a fitted effect of over 60% in size
#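 Luminescence read-out: rising ELG1-luciferase signal, reflecting elevated ELG1 protein under genetic stress, flags genotoxic compounds. Cells were treated for 16 hr at 37 °C before ONE-Glo detection.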
# VP16 counter: counter-screen for ROR gamma inhibitors: Gal4-VP16 reporter; Drosophila S2 Gal4-VP16 UAS-luciferase, luminescence, 20 h; hit rate 3.5% among 310,000; AID 2546; Potency, µM (top dose mostly 53.6 µM), for inactives: top-dose activity, negative = inhibition, usual class: inhibitors;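 also: Gal4-VP16 expression switched on by copper sulfate through the metallothionein promoter; potency is read from the fitted curve at half-maximal effect; % is scaled to controls: 0 for no effect and ±100 for the full control effect; nearly all actives have a fitted effect of over 50% in size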
# An asterisk follows results filed as active; ? = inconclusive; · = not tested or not shown; [ ] = another dose, or the depositor's remark. Unless noted, calls follow the shape of the dose curve; as a rule, active = well fitted curve in the direction sought with a large enough effect; inconclusive = small, poorly fitted or top-dose-only effect, or another doubt; inactive = no such curve, though single readings can be large; an effect the other way counts as inactive or inconclusive.
SMILES,RORgamma inh,BRCA1 expr up,FLuc modulator,NPC1 prom act,TRPV1 agonist,Tb PFK inh,ELG1 repair inh,p53 reactivator,Rab9 promoter act,ELG1 genotox,VP16 counter
CCOC(=O)c1ccc(NCCOC)c([N+](=O)[O-])c1,22.2%,12.6µM*,?,23.8%,4.4,-3.8%,?,4.6%,?,?,3.7%
CN(C(=O)CSc1ncn[nH]1)C1(C#N)CCCCC1,·,-5.6%,·,·,·,1.6%,13.8%,-6.4%,·,-1.8%,·
Cc1onc(-c2c(F)cccc2Cl)c1C(=O)N1CCCCC1,-17.7%,2.7%,-1.7%,-2.3%,-7.2,-5.5%,-3.3%,-6.2%,12.0%,-3.5%,-16.6%
COc1ccc(NC(=O)COC(=O)c2cccn2C)cc1S(=O)(=O)N1CCCCC1,·,-29.1%,·,·,·,3.7%,?,-1.7%,·,0.1%,·
Cc1nn(C)cc1S(=O)(=O)NC1CCCC1,-1.9%,-6.6%,-0.3%,-2.6%,-3.1,-4.3%,-0.8%,7.4%,-0.3%,0.1%,2.1%
Cn1cccc1Cc1nnc(SCC(=O)NCC2CCCO2)n1-c1ccc(F)cc1 (stereo not given),-8.2%,-4.9%,-1.4%,-4.6%,-2.9,-4.8%,8.8%,7.0%,-0.8%,-6.6%,-6.2%
COc1ccccc1N(CCN1C(=O)c2cccc3cccc(c23)C1=O)C(=O)c1ccncc1,1.3%,·,-6.5%,-4.8%,-1.4,-6.0%,4.5%,-1.3%,-1.6%,-2.6%,-20.4%[10 µM]
O=C(Nc1ccc2c(c1)OCO2)c1c(F)cccc1F,?,4.47µM*,12µM*,3.55µM*,10.2,-1.2%,?,?,3.16µM*,?,1.6%
O=c1c2[nH]c3ccccc3c2ncn1CCN1CCNCC1,19.4%,-32.5%,4.6%,0.1%,0.2,-6.4%,17.0%,0.1%,-3.7%,8.9%,3.5%
COc1ccc(OC)c(S(=O)(=O)NCc2cn3cccc(C)c3n2)c1,0.3%,12.8%,1.7%,-1.7%,4.0,2.4%,-17.8%,-1.9%,8.5%,-0.2%,22.8%
CC(C)CNC(=O)C1CCN(c2ccc(S(=O)(=O)N3CCOCC3)cc2)CC1,12.1%[10 µM],-7.3%,3.3%,12.0%,-3.5,-2.0%,-12.8%,1.6%,-0.1%,-0.2%,-3.2%
CCc1ccc(-n2c(=O)c3ccccc3n(CC(=O)C(C)(C)C)c2=O)cc1,10.6%,-18.6%,-2.4%,-7.5%,11.3,-0.1%,-17.3%,-1.6%,-9.6%,-1.1%,-7.7%
CCCCN(Cc1cc2cc(OC)ccc2[nH]c1=O)C(=O)c1ccco1,13.7%,-13.9%,-3.1%,0.6%,3.7,-0.1%,12.0%,-1.1%,-3.9%,3.1%,-10.5%
CCc1ccc(CN(C(=O)c2ccco2)C2CCS(=O)(=O)C2)cc1 (stereo not given),11.7%,-5.1%,1.4%,1.2%,-1.8,-1.1%,3.5%,1.9%,3.4%,1.7%,-8.3%
COc1ccccc1OC(C)C(=O)Nc1nc(-c2ccc(S(=O)(=O)N3CCOCC3)cc2)cs1 (stereo not given),18.2%,-33.8%,-0.1%,-0.2%,7.7,7.0%,?,-1.5%,-7.2%,0.8%,-1.6%
O=C(c1ccco1)N1CCN(Cc2nnc(-c3cccc(Cl)c3)o2)CC1,3.4%,-7.7%,-0.6%,-3.2%,5.8,0.2%,-8.9%,0.8%,-4.6%,0.0%,3.7%
CN(C)CCCNC(=O)C(=O)Nc1cc2c3c(c1)CC(=O)N3CCC2,-4.4%,0.0%,0.3%,1.9%,-0.3,2.2%,6.7%,6.9%,-4.6%,0.2%,0.7%
Cc1ccccc1NC(=O)c1cccc(OCc2c(C)noc2C)c1,1.5%,-16.2%,1.9%,0.8%,-1.9,0.2%,-2.3%,-32.1%[inhibitor],4.8%,0.2%,1.0%
Cc1ccc2nc3n(c(=O)c2c1)CCCCC3,27.5%,?,?,15.2%,2.4,0.0%,?,?,19.9%,14.6%,-10.1%
Cc1cc(C)c(C)c(S(=O)(=O)Nc2ccc(C(N)=O)cc2)c1C,?,-10.9%,-1.8%,-2.0%,2.4,-4.8%,?,-1.4%,0.3%,-4.2%,2.8%
CCOc1c(Br)cc(Br)cc1/C=C1\SC(N)=NC1=O,-10.5%,8.8%,-0.3%,-2.9%,1.8,0.4%,-9.1%,-0.8%,-0.5%,-1.0%,0.5%
Cc1c(C(=O)Nc2ccc3c4c(cccc24)CC3)cccc1[N+](=O)[O-],37.3%,-48.8%,0.0%,-6.4%,0.8,-5.9%,?,?,-3.5%,0.2%,-5.4%
COc1ccccc1CNc1nc(SC)ncc1CO,27.7%,-18.2%,0.3%,-0.3%,-3.5,-0.3%,14.2%,-7.4%,-8.1%,1.2%,0.0%
COc1cc(CNCc2cccnc2)ccc1OCC(=O)NC1CCCCC1,0.5%,-2.2%,-2.9%,2.8%,5.3,1.0%,0.0%,-1.6%,-3.7%,6.5%,-6.3%[10 µM]
COc1cc(/C=C/C(=O)NCc2ccccn2)cc(OC)c1OC,-3.0%,-3.3%,-1.3%,-6.2%,-0.4,2.2%,?,0.5%,0.8%,15.9%,-9.7%

# Continued:
SMILES,RORgamma inh,BRCA1 expr up,FLuc modulator,NPC1 prom act,TRPV1 agonist,Tb PFK inh,ELG1 repair inh,p53 reactivator,Rab9 promoter act,ELG1 genotox,VP16 counter
Nc1cccc2[nH]c(C(F)(F)F)nc12,10.2%,-14.9%,-8.1%,-1.1%,0.4,?,0.2%,-8.9%,2.2%,0.2%,5.1%
CC1=C(C(N)=O)C(c2cccnc2)n2nc(SCc3ccccc3Cl)nc2N1 (stereo not given),-19.1%,-0.8%,-1.1%,-3.0%,0.3,-5.7%,3.7%,-15.2%,-2.1%,5.7%,-9.2%
CCCc1cc(CNC(=O)C2CCC(=O)N(CCc3cccc(F)c3)C2)on1 (stereo not given),-7.2%,-2.4%,1.7%,0.5%,-1.5,1.2%,10.9%,1.1%,2.8%,-1.5%,0.3%
COc1cc2c(cc1OC)C(C)N(S(=O)(=O)c1cnc(Cl)c(Cl)c1)CC2 (stereo not given),1.2%,-74.8%,2.3%,-0.7%,11.3,-0.7%,27.3%,-11.5%,-0.1%,-1.5%,-0.8%
CN(C)c1nc(Nc2ccccc2)nc(Oc2ccc(=O)[nH]n2)n1,20.3%,-13.8%,-7.4%,-1.2%,2.7,-3.0%,-13.8%,-11.3%,7.3%,-0.6%,0.1%
CCCCN(C)S(=O)(=O)c1ccc(C(=O)Nc2nnc(-c3cccs3)o2)cc1,0.316µM*,·,-1.8%,-27.2%,-0.5,0.1%,-18.2%,1.0%,-28.6%,-13.4%,0.891µM*
CN(c1ccccc1)S(=O)(=O)c1ccc(Cl)c(C(=O)Nc2nc3ccccc3[nH]2)c1,3.98µM*,-67.0%,0.0%,-0.7%,0.8,7.8%,23.1µM*,-2.5%,-1.3%,-13.2%,7.08µM*
CCOC(=O)c1c(C)[nH]c(C)c1S(=O)(=O)N1CCN(c2ccc([N+](=O)[O-])cc2)CC1,25.6%,-24.6%,3.7%,0.0%,-0.7,-3.8%,?,-4.1%,-1.3%,-3.9%,2.2%
Cc1cc(=O)oc(C)c1C(=O)Nc1ccc(F)cc1,-9.1%,-12.0%,-1.0%,-3.3%,0.6,-1.6%,4.8%,-1.1%,0.6%,0.3%,2.0%
Cc1c(NC(=O)c2ccc(S(=O)(=O)N3CCOCC3)cc2)cccc1[N+](=O)[O-],·,0.3%,2.7%,0.4%,?,-24.5%,-6.5%,-4.3%,-0.9%,1.3%,·
COc1ccc(NC(=O)C2CCN(S(=O)(=O)c3cccc4nonc34)CC2)cc1,0.4%,-5.8%,-0.1%,-9.8%,8.6,0.1%,-0.1%,0.1%,7.2%,7.9%,10.2%
COc1cccc2c1OCC([C@@H]1C[C@H]3CN(Cc4cccc(Cl)c4)C(=O)[C@]34CCCN14)=C2,24.3%,-37.4%,-3.6%,-4.3%,2.9,4.0%,?,2.8%,-11.2%,-10.4%,-1.8%
COc1ccc2c(c1)OC(O)(C(F)F)CC2=O (stereo not given),0.6%,2.3%,0.7%,1.1%,8.5,-8.7%,1.1%,-3.9%,6.9%,4.2%,1.3%
C=CCNC(=S)NNC(=O)CCC(O)COCCC(C)C (stereo not given),-36.9%,-4.7%,0.2%,-1.1%,-1.4,-0.4%,-12.6%,-4.2%,-0.1%,0.4%,3.4%
